S3 lipid droplet = qHTS Assay for Lipid Storage Modulators in Drosophila S3 Cells; Drosophila S3 cells, BODIPY lipid droplet fluorescence, 18-24 h; cells fed with added oleic acid; Potency in µM for hits, for the others lipid storage change, negative = inhibition, % at the top dose, mostly 46.1 µM; 0.64% of 320,000 active; AID 2685; active = well fitted inhibition curve with a large enough effect in the signal ratio, with a control signal flat, not every such curve was filed as active; inconclusive = small, poorly fitted or top-dose-only effect, or effect the other way, or a change in a side signal; the % refers to the signal ratio
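Drosophila S3 cells got compounds at several concentrations plus oleic acid (400 uM solution). Laser-scanning cytometry with 488 nm excitation read lipid droplets at 500-530 nm and cells at 575-640 nm. Percent activity was relative to 20 uM Triacsin C.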
S3 lipid droplet cell count max = second read-out of S3 lipid droplet, no call of its own (marks repeat the call); cell number change, %; measured here: cell count max response;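 cells counted by Cell Tracker Red CMTPX staining in the red channel; peak over a dose series mostly up to 46.1 µM; percent activity relative to internal control wells on each plate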
* marks the source's active call; other numbers are inactive results; i = inactive; ? = inconclusive; · = no result given; [ ] = dose if it differs, or a comment. % is scaled to controls: 0 for no effect and ±100 for the full control effect; potency is read from the fitted curve at half-maximal effect. Only part of the results is shown, so the mix of outcomes need not match the whole.

SMILES	S3 lipid droplet	S3 lipid droplet cell count max
CCOc1ccc(CNC(=O)C2CCCN(S(=O)(=O)N3CC(C)CC(C)C3)C2)cc1OC (stereo not drawn)	2%	8
CC(=O)NC1=NN(C(C)=O)C(c2cccs2)S1 (stereo not drawn)	2%	0
CC(C)CC(=O)N(c1ccc(F)cc1)C1C=CS(=O)(=O)C1 (stereo not drawn)	?	·
Cc1ccc(C(=O)Nc2nc(=O)n(C(=O)c3ccccc3Cl)s2)cc1	?	·
CCc1cccc2c(C#N)cn(CC(=O)NCCOC)c12	?	·
O=C1CCCN1c1nccs1	?	·
CC1(C)Cc2nc3oc4c(SCC(N)=O)ncnc4c3cc2CO1	?	·
Cc1c(Cl)cccc1N(CC(=O)O)S(C)(=O)=O	?	·
CN(CC(=O)Nc1c(Cl)cccc1Cl)C(=O)C1CCN(C(=O)Nc2ccccc2)CC1	9%	12
CC(=O)Nc1cccc(NC(=O)CSc2nc3c(c(=O)n(C)c(=O)n3C)n2C)c1	?	·
FC(F)(F)c1cc(-c2cccs2)nc2cc(-c3cccs3)nn12	-16%	-9
CCOc1ccc(C(C(=O)NCC2CCCO2)N(Cc2cccc(OC)c2)C(=O)c2snc(C(N)=O)c2N)cc1 (stereo not drawn)	?	·
CCN(CC)CCCCCC(=O)Nc1ccccc1C(=O)Nc1ccccc1	?	·
Cc1ccc(S(=O)(=O)N2CCC(C(=O)OCC(=O)N3CC(=O)Nc4ccccc43)CC2)cc1	0%	9
O=C(Nc1ccccc1C(=O)N1CCCC1)C1COc2ccccc2O1 (stereo not drawn)	?	·
c1ccc(-c2nnsc2-c2nc3ccccc3[nH]2)cc1	?	·
Cc1noc(C)c1S(=O)(=O)N1CCN(S(=O)(=O)c2ccccc2C#N)CC1	i	7
CCCCCc1nnc(NC(=O)c2ccc(N3CCCC3=O)cc2)s1	i	-5
CCN(CC(=O)NC1CCCC1)S(=O)(=O)c1ccc(Br)cc1	?	·
CC(=O)Nc1ccc(S(=O)(=O)N2CCC(C(=O)N[C@@H](Cc3ccccc3)C(=O)O)CC2)cc1	?	·
COc1ccc(C/C(C)=N/NC(=S)Nc2ccc(Cl)cc2)cc1	-2%	11
O=C(CSc1nnnn1C1CCCC1)NCc1cccs1	2%	-2
Cc1ccc(S(=O)(=O)Nc2cccc(C(=O)N3CCOCC3)c2)cc1	i	5
CCN(C(=O)CN1CCN(Cc2ccccc2)CC1)c1c(N)n(Cc2ccccc2)c(=O)[nH]c1=O	?	·
C=CCNCCOc1c(C)cc(C)cc1Cl	0%	1
CCC(C)(C)NC(=O)CN(Cc1cccs1)C(=O)C(=O)Nc1ccc2c(c1)OCCO2	-18%	3
O=C(/C=C/c1c[nH]c2ccccc12)c1cccc2ccccc12	?	·
CCCC(=O)Nc1ccc2c(c1)C(=O)NC2=O	?	·
Cc1ccc(S(=O)(=O)C2C(=O)N(C)C3(C)CC2c2ccccc2O3)cc1 (stereo not drawn)	6%	-1
CCCOC1CCCN(C(=O)CCc2nnc(CCCCc3ccccc3)o2)C1 (stereo not drawn)	?	·
Cc1ccc(C(=O)c2cc([N+](=O)[O-])ccc2N2CCCCC2)cc1C	9%	·
Cc1ccccc1N=C1SC(CC(=O)Nc2ccc3ccccc3c2)C(=O)N1Cc1ccccn1 (stereo not drawn)	?	·
CC1CCCN(CCOc2ccc3ccccc3c2Br)C1 (stereo not drawn)	7%	-10
Cc1ccc(S(=O)(=O)N2CCCCC2)cc1NC(=O)CCOc1ccccc1	-8%	-18
CCOc1ccc(S(=O)(=O)N2CCC(C(=O)NCCN3CCOCC3)CC2)cc1C	?	·
Cc1c(N2C(=O)C3C4C=CC(C5CC45)C3C2=O)c(=O)n(-c2ccccc2)n1C (stereo not drawn)	?	·
O=[N+]([O-])c1ccc(SCc2ccco2)cc1N1CCOCC1	7%	·
Clc1ccc(Nc2nc3ccccc3n3nnnc23)cc1	?	·
COc1ccc(C(=O)C[n+]2cccc(C(N)=O)c2)cc1	i	-15
O=C(Nc1cc(Cl)ccc1Oc1ccccc1)c1ccccc1F	-12%	-8
COc1cc(NC(=O)CCc2nnc3ccc(N4CCN(C)CC4)nn23)cc(OC)c1	i	-15
CNC(=O)c1[nH]cnc1C(=O)Nc1ccc(F)cc1	?	·
Oc1[nH]c2ccccc2c1/C=N/N1CCCCC1	?	·
CCCC(=O)Nc1nnc(SCC(=O)Nc2ccc3c(c2)OCCO3)s1	?	·
Cc1ccccc1NC(=O)C1c2ccccc2Oc2ccccc21	-1%	13
Cc1cc(NC(=O)CCC(=O)N(CCc2ccccc2)C(C(=O)NC2CCCC2)c2ccco2)no1 (stereo not drawn)	i	·
CC(=O)Nc1sc2c(c1C#N)CCN(Cc1ccccc1)C2	?	·
O=C(O)/C(=C1\OC(=O)c2ccccc21)c1ccccc1	9%	7
CCn1c(=O)c(=O)[nH]c2c(=O)oc3ccc(S(=O)(=O)Nc4ccccc4)cc3c21	13µM*	-26*
CCC(=O)N(Cc1ccc(S(N)(=O)=O)cc1)C1CC(=O)N(c2ccccc2)C1=O (stereo not drawn)	-13%	-2
CCOc1cc(S(=O)(=O)NC2CC2)c(OCC)cc1-n1cnnn1	?	·
COC(=O)c1ccc2c(=O)n(Cc3ccc(C(=O)NC(C)C)cc3)c(=S)[nH]c2c1	8%	·
Cc1cccc(C)c1N(CC(=O)NC1CCCCC1)C(=O)c1csnn1	i	18
C/C=C/CSc1nc2c(c(=O)[nH]c(=O)n2C)n1CCC	16%	-25
NS(=O)(=O)c1ccc(CCNC(=O)CCCCCn2c(=S)[nH]c3ccc(Br)cc3c2=O)cc1	i	·
CCN(CC(=O)Nc1ccc(NC(C)=O)cc1)C(=O)c1ccc2c(c1)OCCO2	?	·
Cc1cc(C)c(C#N)c(N2CCCC2)n1	i	·
O=S(=O)(Cc1ccccc1)N1CCNCC1	?	·
CCOC(=O)N1CCN(c2ccc(Cl)cc2)CC1	?	·
O=C(CCCN1C(=O)c2ccccc2C1=O)NCc1ccc(F)cc1	12%	13

(cont.)
SMILES	S3 lipid droplet	S3 lipid droplet cell count max
N=c1sccn1CC(=O)Nc1cccc2ccccc12	?	·
COc1ccc(F)cc1C(=O)C1CCCN(C(=O)c2ccccc2N(C)C)C1 (stereo not drawn)	i	·
COc1cc(C2=NOC(C(=O)N3CCCc4ccccc43)C2)cc(OC)c1OC (stereo not drawn)	7%	-1
COc1ccccc1N1CCN(C(=O)CSc2nc(-c3ccco3)cc(C(F)(F)F)n2)CC1	i	-21
COc1cc(NC(=O)CSc2nc3ccccc3n2-c2ccccc2)c(C)cc1[N+](=O)[O-]	1%	·
COc1ccc(CCC(=O)OCC(=O)N(CC(C)C)c2c(N)n(Cc3ccccc3)c(=O)[nH]c2=O)cc1	?	·
CCn1c(SC(C)C(=O)NC2CCCc3ccccc32)nnc1-c1cccs1 (stereo not drawn)	-4%	1
O=C(Nc1ccc2c(c1)OCO2)C1CC(c2ccccc2Cl)=NO1 (stereo not drawn)	?	·
CC(Oc1ccccc1)C(=O)N1CCCc2ccccc21 (stereo not drawn)	?	·
C=CCOC(=O)COc1ccc2c(C)c(C)c(=O)oc2c1	10%	20
CCc1c(O)nc(SCC(N)=O)n(-c2ccccc2F)c1=O	-7%	1
CCOC(=O)C(C)Sc1nnc(NC(=O)c2cccc([N+](=O)[O-])c2C)s1 (stereo not drawn)	7%	-14
N#CCCn1cc(C(=O)CN2C(=O)NC3(CCCCCC3)C2=O)c2ccccc21	-1%	8
CN(C)CCCO/N=C(\c1ccccc1)c1ccncc1	3%	-3
Cn1c2ccccc2c2c(C(=O)N3CCN(c4ccc(F)cc4)CC3)cn(C3CCCC3)c(=O)c21	?	·

Compounds shown so far with fluorine:
SMILES	S3 lipid droplet	S3 lipid droplet cell count max
CC(C)CC(=O)N(c1ccc(F)cc1)C1C=CS(=O)(=O)C1 (stereo not drawn)	?	·
FC(F)(F)c1cc(-c2cccs2)nc2cc(-c3cccs3)nn12	-16%	-9
O=C(Nc1cc(Cl)ccc1Oc1ccccc1)c1ccccc1F	-12%	-8
CNC(=O)c1[nH]cnc1C(=O)Nc1ccc(F)cc1	?	·
O=C(CCCN1C(=O)c2ccccc2C1=O)NCc1ccc(F)cc1	12%	13
COc1ccc(F)cc1C(=O)C1CCCN(C(=O)c2ccccc2N(C)C)C1 (stereo not drawn)	i	·
COc1ccccc1N1CCN(C(=O)CSc2nc(-c3ccco3)cc(C(F)(F)F)n2)CC1	i	-21
CCc1c(O)nc(SCC(N)=O)n(-c2ccccc2F)c1=O	-7%	1
Cn1c2ccccc2c2c(C(=O)N3CCN(c4ccc(F)cc4)CC3)cn(C3CCCC3)c(=O)c21	?	·

Carrying on:
SMILES	S3 lipid droplet	S3 lipid droplet cell count max
Cc1ccc2c(C)c(C(=O)N(C)Cc3ccncn3)oc2c1C	?	·
O=C(COC(=O)CN1C(=O)COc2ccccc21)NC1CCCCC1	3%[0.0737 µM]	3
CCOC(=O)N1CCN(C(=O)c2cn(CC)c3ccc(S(=O)(=O)N4CCCCC4)cc3c2=O)CC1	1%	6
CSc1cccc(N=C2C(=O)Nc3ccccc32)c1	i	14
CCN(CC)C(=O)CSc1nc2cc3c(cc2c(=O)n1CCCC(=O)NCCc1ccc(OC)c(OC)c1)OCO3	1%	4
Cc1ccc2cc3c(NC(=O)c4ccco4)nn(CC(C)C)c3nc2c1	?	·
COc1ccc(CNC(=O)C2CCN(S(=O)(=O)c3ccc4c(c3)CC(C)N4C(C)=O)CC2)cc1 (stereo not drawn)	?	·
C=C1SC(=Nc2ccccc2Cl)N(C(=O)c2sc3ccccc3c2Cl)C1(C)C	?	·
O=C(CCC(=O)Nc1ccccc1Cl)NNS(=O)(=O)c1ccc(Cl)cc1	i	3
COc1ccc(N2C(=O)c3ccccc3NC2c2ccc(OC)c(Cn3cc([N+](=O)[O-])cn3)c2)cc1 (stereo not drawn)	?	·
Cc1ccc(C)c(-n2cc(CN3CCCN(C=O)CC3)c(-c3ccccc3)n2)c1	6%	4
S=c1[nH]c(-c2ccccc2)cn1-c1ccccc1	?	·
O=C(O)/C=C\C(=O)Nc1ccc(Oc2ccc(Br)cc2)cc1	2%	2
COc1ccccc1-n1cnc2cc(NC(C)=O)ccc21	?	·
CC(C)n1c(O)c(N=NC(=O)C2COc3ccccc3O2)c2ccccc21 (stereo not drawn)	-22%	-1
COc1ccc(/C=N/NC(=O)c2ccco2)cc1OCc1ccccc1	5%	2
CC(CN1CCOCC1)OC(=O)c1ccccc1 (stereo not drawn)	-8%	1
O=C(CSc1nnc(CNc2ccc(F)cc2)n1Cc1ccccc1)NCc1ccccc1	?	·
CC(C)(C)C(=O)Nc1ccc(-c2csnn2)cc1	5%	2
O=C(Nc1ccno1)Nc1ccc(Cl)cc1Cl	5%	0
CCCS(=O)(=O)Nc1ccc(-c2ccc3nnc(C)n3n2)cc1	-2%	12
N#C/C(=C\c1ccc(OCCN2CCOCC2)cc1)C(=O)Nc1ccccc1	-15%	-22
Cc1ccccc1-c1nc(CN2CCC(C(=O)NC3CCCCC3)CC2)c(C)o1	9%	·
CC(NS(=O)(=O)c1ccc(Br)cc1)C(=O)NCc1ccc2c(c1)OCO2 (stereo not drawn)	?	·
Cc1c(OCC(=O)OC(C)(C)C)ccc2c3c(c(=O)oc12)CCC3	?	·
COC(=O)CCN(c1ccccc1)S(=O)(=O)c1cc(-c2cc(C)no2)ccc1OC	i	·
O=C(CN1C(=O)NC2(CCCCCC2)C1=O)N1CCN(c2ccc(F)cc2)CC1	?	·
CCC1=C(OC(=O)N(CC)CC)N2C(=O)OC(=NCCc3c[nH]c4ccccc34)[C@]2(C)[C@H]2C1=CC[C@H]1C(=O)N(CC(=O)OC)C(=O)[C@H]12	21%	5
CCCC(=O)OCCNc1cc(Sc2nccn2C)c2nonc2c1[N+](=O)[O-]	?	·
CCN(CC)CCN(C(=O)c1ccc2ncsc2c1)c1nc2cc3c(cc2s1)OCO3	?	·
CCOC(=O)[C@@H]1[C@H]2COc3ccccc3[C@H]2N2C(=O)N(c3ccc(C)cc3)C(=O)[C@]12C	?	·
C/C(=N\NC(=O)c1c[nH]c2ccccc12)c1ccc(C)o1	?	·
Cc1ccc(CS(=O)(=O)CCC(=O)NCCCN2CCCC2=O)cc1	?	·
CCOC(=O)/C(=N\Nc1ncnc2ccccc12)c1ccc(C)cc1	?	·
CCN1CCc2c(sc(N)c2C#N)C1	?	·
Cc1ccc(NC(=O)c2cc(=O)c3ccccc3o2)c(C)c1	9%	0
Cc1cccc(Nc2c([N+](=O)[O-])c(=O)n(C)c3ccccc23)c1	?	·
Clc1ccc(OCc2nnc(-c3ccccc3Br)o2)c(Cl)c1	?	·
CCOCC(=O)N1CCN(c2ccc(F)cc2)CC1	i	·
COc1ccc(C2c3cc(OC)c(OC)cc3CCN2C(=O)c2ccccc2Br)cc1OC (stereo not drawn)	-22%	-15
Cc1oc(-c2ccc(Cl)cc2)nc1CN1CCCC(C(=O)NCc2ccccn2)C1 (stereo not drawn)	?	·
COC(=O)c1ccccc1NC(=O)c1sc(Cl)nc1C	?	·
O=C(COc1ccc(Cl)cc1)NCc1nnc(SCC(=O)N2CCCCCC2)o1	5%	14

Record cards (already shown). Order of values: S3 lipid droplet | S3 lipid droplet cell count max
Record of `C/C(=N\NC(=O)c1c[nH]c2ccccc12)c1ccc(C)o1` : ? | ·
Record of `COC(=O)c1ccccc1NC(=O)c1sc(Cl)nc1C` : ? | ·
Record of `CCOC(=O)[C@@H]1[C@H]2COc3ccccc3[C@H]2N2C(=O)N(c3ccc(C)cc3)C(=O)[C@]12C` : ? | ·

Screening data deposited in PubChem BioAssay by National Center for Advancing Translational Sciences (NCATS).
